Screening data: PubChem, National Center for Advancing Translational Sciences (NCATS)
HTT cytoprotect: cytoprotection in Huntington HTT-Q103 PC12 cell model; hit rate 0.14% among 230,000; Potency, µM (series often up to 56.4 µM), for inactives: cytoprotection (ATP increase), hits mostly activators; PC12 HTT-Q103 induced, cytoprotection, ATP luminescence, 40 h;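 note: potency is the fitted concentration of half-maximal effect; % of control where 0% means no effect; nearly all actives have a fitted effect of over 45% in size; toxic huntingtin expression switched on by the ecdysone agonist tebufenozide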
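ATP quantification (ATPlite) reports survival of PC12 cells in which tebufenozide, 100 nM final, switches on Htt exon 1 with 103 glutamines linked to GFP; compounds are titrated.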
SMN2 splice enh: enhancers of SMN2 splice variant expression; HEK293 SMN2-luciferase splicing reporter, luminescence, 30-36 h; Potency, µM (top dose mostly 46.1 µM), for inactives: at the top dose activity change, positive = activation, usual class: activators; hit rate 2.8% among 210,000; AID 1458; note: potency is the fitted concentration of half-maximal effect; % of control where 0% means no effect; nearly all actives have a fitted effect of over 55% in size
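HEK293 cells carry an SMN2 minigene-luciferase reporter in which exon 7 inclusion puts luciferase in frame. Cells were seeded at 2000 cells/well, attached for 10-12 hours, then exposed to compounds for 30-36 hours at 37C before ONE-Glo luminescence.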
CBFb-RUNX1 inh: CBF-beta/RUNX1 interaction disruption; Q01196+Q13951; AlphaScreen CBFb-His/RUNX1-biotin binding, biochemical; Potency, µM (top dose mostly 59.8 µM), without a hit: at the highest dose activity, negative = inhibition, most hits filed as inhibitors; 230,000 tested, under 10 active; note: % of control where 0% means no effect
Target sequence (Q01196 whole entry, looked up): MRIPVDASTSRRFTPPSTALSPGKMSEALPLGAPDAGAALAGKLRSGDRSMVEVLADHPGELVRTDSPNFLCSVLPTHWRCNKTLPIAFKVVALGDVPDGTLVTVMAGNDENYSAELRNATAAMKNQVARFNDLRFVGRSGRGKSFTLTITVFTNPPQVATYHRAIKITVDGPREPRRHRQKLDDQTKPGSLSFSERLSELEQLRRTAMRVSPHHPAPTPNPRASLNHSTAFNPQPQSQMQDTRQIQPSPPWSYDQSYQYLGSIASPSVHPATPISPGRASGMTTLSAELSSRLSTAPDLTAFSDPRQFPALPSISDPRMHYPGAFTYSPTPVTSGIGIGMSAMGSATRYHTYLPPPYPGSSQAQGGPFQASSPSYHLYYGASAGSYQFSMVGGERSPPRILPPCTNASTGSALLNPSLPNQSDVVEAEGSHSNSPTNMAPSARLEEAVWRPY
Target sequence (Q13951 whole entry, looked up): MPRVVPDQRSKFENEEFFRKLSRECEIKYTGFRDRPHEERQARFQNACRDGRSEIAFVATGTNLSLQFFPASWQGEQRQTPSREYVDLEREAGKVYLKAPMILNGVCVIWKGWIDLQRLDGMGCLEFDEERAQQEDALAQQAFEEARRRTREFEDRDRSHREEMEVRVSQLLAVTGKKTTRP
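CBFb-His/RUNX1-biotin, 30 nM each, preincubated 20 min RT; compound 15 min RT; Ni + streptavidin beads 50 ng each, 90 min RT; AlphaScreen read.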
KinaseGlo FLuc: blocks Kinase-Glo luciferase, a counter-screen artifact. hit rate 0.28% among 200,000. Potency, µM (highest dose often 38.3 µM), for the others: at the highest dose activity change, negative = inhibition, hits mostly inhibitors. Kinase-Glo luciferase, ATP luminescence, 8 min. Q27757; note: potency is the fitted concentration of half-maximal effect; % is set by controls: 0 for no effect and ±100 for the full control effect; nearly all actives have a fitted effect of over 60% in size
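Kinase-Glo luciferase light output from ATP and luciferin was measured with 10 uM ATP, within the enzyme's linear range. Buffer: 50 mM imidazole pH 7.2, 50 mM KCl, 7 mM MgCl2, 0.01% Tween 20, 0.05% BSA; luminescence read after 8 min at ambient temperature.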
LMNA splice mod: changes lamin A minigene splicing in HeLa cells; HeLa LMNA splicing GFP/RFP minigene ratio, 48 h; Potency, µM (doses to about 46.1 µM), for the others: at the highest dose ratio change, negative = inhibition, hits mostly inhibitors; hit rate 0.01% among 200,000; active = well fitted inhibition curve with a large enough effect in the signal ratio, with a control signal flat, not every such curve was filed as active; inconclusive = small, poorly fitted or top-dose-only effect, or effect the other way, or a change in a side signal; the % refers to the signal ratio; note: potency is the fitted concentration of half-maximal effect; % is set by controls: 0 for no effect and ±100 for the full control effect
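Read-out is the ratio of GFP to DsRed2 object intensity, acquired by 488 nm laser-scanning cytometry on HeLa lamin A-EGFP minigene reporter cells. Compound incubation 48 hrs at 37 °C in Opti-MEM with 2% FBS; DMSO 0.5% final.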
HttQ103 aggreg: reduces HttQ103-GFP aggregates in PC12 cells. AID 1688. PC12 HttQ103-GFP aggregates, Acumen cytometry, 40 h. hit rate 1.1% among 220,000. Potency, µM (doses to about 46.1 µM), without a hit: at the highest dose activity change, negative = inhibition, usual class: inhibitors; note: potency is the fitted concentration of half-maximal effect; % is set by controls: 0 for no effect and ±100 for the full control effect; nearly all actives have a fitted effect of over 60% in size
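Read-out: GFP aggregate count by laser scanning cytometer (488 nm excitation, 500-530 nm emission, 1–25 µm objects >6 SD above background). Cells: PC12, inducible HTTex1-Q103-GFP, 100 nM tebufenozide; compounds titrated.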
IMPase Li inh: IMPase inhibition in cells with lithium potentiation | CHO-M1 cells, IP1 TR-FRET (IP-One), carbachol + lithium | Potency, µM (doses to about 59.4 µM), inactives show at the top dose activity, negative = IMPase inhibition, hits mostly inhibitors | hit rate 0.35% among 210,000 | AID 1457;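 note: IP1 builds up when IMPase is blocked and the TR-FRET signal falls; potency is the fitted concentration of half-maximal effect; plate controls were basal vehicle for no effect and high inhibitor control for full effect; nearly all actives have a fitted effect of over 50% in size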
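CHO-M1, 2000 cells/well, 16–30 h culture; cpd + low Li+, 30 min 37C; lysis with d2-IP1/Eu-anti-IP1 Ab, 10 min RT; TR-FRET 665/620 ratio and 620 channel; AC50 via Hill.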
Active calls of the source: *; u = inconclusive; x = not tested or not shown; & = joins results of further samples; [ ] = dose if it differs, or a comment. Unless noted, calls come from the whole dose curve; as a rule, active = well fitted curve in the direction sought with a large enough effect; inconclusive = small, poorly fitted or top-dose-only effect, or another doubt; inactive = no such curve, though single readings can be large; an effect the other way counts as inactive or inconclusive.

#	smiles	LMNA splice mod	IMPase Li inh	KinaseGlo FLuc	HTT cytoprotect	SMN2 splice enh	HttQ103 aggreg	CBFb-RUNX1 inh
1	COc1ccc2[nH]c(O)c(N=NC(=O)Cc3cccs3)c2c1	x	x	x	-6%[10 µM]	x	-18%[9.22 µM]	-12%
2	Cc1ccc2nc(NC(=O)COC(=O)c3ccco3)sc2c1	4%	-16%[38.3 µM]	0%	-35%	30%	9%	-1%
3	O=C(NCC(O)COc1ccc([N+](=O)[O-])cc1)Nc1ccccc1 (configuration not stated)	x	x	x	-4%[10 µM]	x	3%[9.22 µM]	0%
4	CC(C)(C)NC(=O)Cn1cc(C#N)c2cc(Br)ccc21	11%	17%[38.3 µM]	-1%	8%[0.074 µM]	u	-15%	9%
5	COc1ccc(C2CC(=O)C=C(NCCC(C)C)C2)cc1 (configuration not stated)	-10%	0%	-5%	26%[10 µM]	-21%	u	9%
6	COC(=O)C1=C(C)OC(N)=C(C#N)C1c1ccsc1 (configuration not stated)	1%	2%	0%	10%[10 µM]	6%	13%	-3%
7	COc1ccc(NC(=S)NCc2ccc(S(N)(=O)=O)cc2)cc1OC	x	-12%	1%	-45%	-14%	-1%	-19%
8	Cc1cccc(NC(=O)CSc2nnc(-c3ccco3)o2)c1	-7%	13%[38.3 µM]	4%	10%	13%	13%	4%
9	CCCCCCC(=O)Nc1cc2c(C)cc(=O)oc2cc1C	-4%	-11%	-1%	22%[10 µM]	u	-3%	9%
10	COC(=O)Nc1nn(-c2ccc(OC)cc2)c(=O)c(C#N)c1C	6%[9.22 µM]	-5%	-5%	-10%	-2%	-4%	20%
11	N#Cc1cnn2ccc(-c3cc(N4CCOCC4)ccc3[N+](=O)[O-])nc12	u	10%	2%	-34%[inhibitor]	-18%	-5%	3%
12	CCCCC/C=C\C/C=C\C/C=C\C/C=C\CCCC(=O)O[C@@H](CO)COCCCCCCCCCCCCCCCC	x	32%&12%[activator]	0%	-17%&-33%	0%&7%	x	-11%&29%
13	CCOC(=O)C1CCN(C(=O)COc2ccc(S(=O)(=O)NC(C)C)cc2Cl)CC1	-6%	1%	3%	4%[10 µM]	-3%	-6%	-2%
14	CC1(C)CC(=O)C2=C(C1)OC(N)=C([N+](=O)[O-])C2c1ccc(F)cc1 (configuration not stated)	x	x	x	12%[10 µM]	x	-3%[9.22 µM]	-3%
15	CNCC(O)CN(c1ccccc1)c1ccccc1 (configuration not stated)	x	6%	1%	4%[10 µM]	x	-8%[9.22 µM]	5%
16	O=c1cc(CSc2nc3cc(Cl)ccc3o2)nc2sccn12	6%	11%[38.3 µM]	2%	2%	-12%	-27%	4%
17	CCOC(=O)c1ccc(NCc2nc3ccccc3[nH]2)cc1	u	6%	-9%	-17%	3%	5%	4%
18	CC1Cc2ccccc2N1C(=O)C1CCCN(S(=O)(=O)c2cccc3nsnc23)C1 (configuration not stated)	8%	17%[38.3 µM]	-5%	-39%[inhibitor]	-52%[inhibitor]	-28%	-8%
19	COc1ccccc1NC(=O)N1CCN(c2ccc3nncn3n2)CC1	x	-3%	x	-3%[10 µM]	x	-18%[9.22 µM]	2%
20	CNC(=O)c1cc2c(s1)CCCCCC2	-13%	1%	-1%	-19%[0.074 µM]	4%	-17%	9%

The list goes on, starting with the last 2 of the part before.
#	smiles	LMNA splice mod	IMPase Li inh	KinaseGlo FLuc	HTT cytoprotect	SMN2 splice enh	HttQ103 aggreg	CBFb-RUNX1 inh
19	COc1ccccc1NC(=O)N1CCN(c2ccc3nncn3n2)CC1	x	-3%	x	-3%[10 µM]	x	-18%[9.22 µM]	2%
20	CNC(=O)c1cc2c(s1)CCCCCC2	-13%	1%	-1%	-19%[0.074 µM]	4%	-17%	9%
21	O=[N+]([O-])c1ccc(/C=N/Nc2nc(N3CCCCCC3)nc(N3CCCCCC3)n2)o1	7%	13%	-2%	-15%[10 µM]	-34%[inhibitor]	7.1µM*	12%
22	CC1(C)SC(=S)N(NC(=O)Nc2ccccc2)C1N(O)C(=O)Nc1cccc2ccccc12 (configuration not stated)	u	15%	2%	29%[10 µM]	-69%[inhibitor]	3%	-17%
23	Fc1ccc(NC(=S)Nc2cc(Cl)ccc2Cl)cc1	13%[46 µM]	0%	-4%	12%	-3%	11%	2%
24	CCOc1ccc(S(=O)(=O)N(CC)CC)cc1NS(=O)(=O)c1ccc(F)c(F)c1F	-16%	1%	0%	-1%[10 µM]	-10%[1.84 µM]	8%	8%
25	COc1ccc(-c2[nH]nc(-c3ccccc3)c2-c2nc3ccccc3[nH]2)cc1	3%	-5%[38.3 µM]	-3%	-26%	-15%	3%	-9%
26	COc1ccc(N(C(=O)Cc2cccs2)C(C(=O)NC2CCCCC2)c2cccn2C)cc1 (configuration not stated)	8%	15%[38.3 µM]	16%	-10%	-8%	8%	5%
27	CC(C)N(CCc1ccncc1)C(=O)Nc1ccc(F)cc1	-7%	-9%[38.3 µM]	0%	-22%	-12%	3%	2%
28	O=C(c1ccc(NC2=NC3CS(=O)(=O)CC3S2)cc1)N1CCN(Cc2ccccc2)CC1 (configuration not stated)	-3%	2%[38.3 µM]	-1%	22%[10 µM]	0%	8%	-1%
29	CCN(CC)C(=O)Cn1cc(SCC(=O)NCc2ccco2)c2ccccc21	x	17%	2%	u	-11%	-2%	9%
30	CN(C)N1C(N)=C(C#N)C(c2ccsc2)C2=C1CC(C)(C)CC2=O (configuration not stated)	-4%	2%	-4%	13%[10 µM]	6%	5%	0%
31	COc1cc(N/N=C/c2ccc(N(C)C)cc2)ncn1	x	16%	u	-52%[inhibitor][10 µM]	2.2µM*	6%[9.22 µM]	-1%
32	Cc1cc(N2CCCC2=O)ccc1S(=O)(=O)NCCOc1ccccc1	19%[46 µM]	11%	2%	22%[10 µM]	x	20%[9.22 µM]	-2%
33	COc1ccc(OCC(=O)N/N=C(\C)CC(=O)Nc2cccc([N+](=O)[O-])c2)cc1	-29%[46 µM]	2%	-1%	-41%[inhibitor]	0%	1%	-22%
34	Cn1nnnc1-c1cc(Br)ccc1NC(=O)c1ccccc1	11%[0.0737 µM]	-5%[38.3 µM]	2%	12%	-14%	3%	8%
35	Cc1nn2c(nc1=O)SCC(c1ccccc1)=N2	u	17%[38.3 µM]	-1%	-5%[0.074 µM]	u	-3%	0%
36	COc1ccccc1CC(=O)Nc1c[nH]c(=O)[nH]c1=O	-7%	6%	0%	6%[10 µM]	-9%	-8%	2%
37	CCN(CC)CCCNC(=O)c1sc2nc(-c3ccc(F)cc3)cn2c1C	-7%	20%[38.3 µM]	-4%	7%[10 µM]	8%	-4%	-1%
38	CCC(C(=O)Nc1ccc(C(=O)N2CCCC2)cc1)c1ccccc1 (configuration not stated)	x	4%	-1%	-20%	-18%	-21%	-4%
39	CN(C)S(=O)(=O)c1ccc(C(=O)Nc2nnc(-c3cccs3)o2)cc1	u	0%	3%	28%[10 µM]	-37%[inhibitor]	u	-12%
40	CCOC(=O)c1[nH]c2ccccc2c1NC(=O)CC	6%	-4%[38.3 µM]	2%	-9%	7%	-7%	0%

Other entries:
#	smiles	LMNA splice mod	IMPase Li inh	KinaseGlo FLuc	HTT cytoprotect	SMN2 splice enh	HttQ103 aggreg	CBFb-RUNX1 inh
41	O=C(O)c1cccc(NS(=O)(=O)c2ccc3c(c2)C(=O)c2ccccc2C3=O)c1	x	x	x	3%[10 µM]	x	6%[9.22 µM]	-13%
42	CCn1c(CNc2ccc(C)cc2)nnc1SCC(N)=O	-9%	3%	-2%	7%[10 µM]	1%	-5%	7%
43	COCCn1c(NCc2ccccc2)nc2c1c(=O)[nH]c(=O)n2C	0%	9%[38.3 µM]	-1%	-6%[10 µM]	-1%	3%	4%
44	CCOc1ccccc1OCCNC1CCCC1	1%	1%	0%	x	-4%	13%	5%
45	C[N+]1(CC(=O)OCCCC2CCCCC2)CCCC1	u	20%	-2%	x	-7%	x	2%
46	O=C(COC(=O)c1ccc(S(=O)(=O)Nc2ccccc2)cc1)NCCC1=CCCCC1	0%	11%	1%	29%[10 µM]	-2%	-5%	-14%
47	O=C(NCC1(c2ccccc2)CCCC1)c1ccc(Br)o1	u	1%	1%	13%[10 µM]	-27%	2%	5%
48	CNc1nnc(-c2ccncc2)s1	7%	18%[38.3 µM]	-2%	15%	-13%	-8%	8%
49	C=C(C)CSC1=C(C#N)C(c2ccsc2)CC(=O)N1 (configuration not stated)	-2%	14%[38.3 µM]	1%	3%	14%	-11%	-1%
50	C=CCn1c(SCC(=O)Nc2cc(C)ccc2C)nnc1-c1cnccn1	10%	16%[38.3 µM]	0%	-9%[0.074 µM]	-14%	0%	5%
51	Cc1c(NC(=S)Nc2ccc(Cl)cc2)c(=O)n(-c2ccccc2)n1C	5%[46 µM]	4%	2%	25%[10 µM]	-12%	17%[9.22 µM]	6%
52	CN1CCN(C(=O)C23CCC(C)(c4nc5ccccc5nc42)C3(C)C)CC1 (configuration not stated)	u	-8%[38.3 µM]	0%	9%	0%	24%	-3%
53	O=C(NCc1ccco1)c1ccc(CS(=O)(=O)Cc2ccc(F)cc2)o1	-1%	-2%	1%	-30%[10 µM]	-20%	-1%	8%
54	O=[N+]([O-])c1ccc(CSc2nnc(Cc3ccccc3)o2)cc1	x	x	x	-5%[10 µM]	x	-14%[9.22 µM]	-5%
55	Cc1ccc2oc(=O)c(/C=C(\O)c3ccccc3)nc2c1	u	-4%	2%	44%	15%	-15%	-4%
56	COc1ccc(OC)c(NS(=O)(=O)c2ccc(N3CCCC3=O)cc2)c1	u	3%[38.3 µM]	5%	-71%[inhibitor][10 µM]	-24%	u	-1%
57	S=C1NCN(C2CCCCC2)CN1CCc1ccccc1	x	x	x	-1%[10 µM]	x	4%[9.22 µM]	-14%

Compounds as they come; overall some 4% were active at least once.
